# Screens from PubChem.
# NR1D1 modulator: Rev-erb alpha (human) modulation. P20393. Rev-erbα–FITC-DNA binding, fluorescence polarization, 90 min. activity, % at 10 µM. 0.79% of 370,000 active. AID 1259318;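 active means activity above about 14%, limit read from the data; passing the limit was not always enough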;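 further: 0% = DMSO wells with 35 nM protein and 100% = DMSO wells with 750 nM protein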
# HTRA1 inhibitor: inhibitors of human serine peptidase HTRA1. recombinant HTRA1, FP-rhodamine activity-based probe, fluorescence polarization. inhibition, % at 5.96 µM. 0.5% of 340,000 active. AID 504803; in the data active means inhibition above about 36%;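 further: 0% = enzyme with DMSO and 100% = wells lacking enzyme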
# LEDGF integ inh: blocks HIV-1 LEDGF/p75-dependent DNA integration; inhibition, % at 3.7 µM; 0.64% of 370,000 active; TR-FRET IN-LEDGF/p75 DNA integration, Eu/Cy5;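 active means inhibition above the screen-wide mean plus 3 SD, cut at about 13% in these data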;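 further: signal is the Cy5 over europium emission ratio at 671 and 618 nm; 0% = plate median of compound wells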
# rCAG binder: molecules binding r(CAG) RNA repeats; r(CAG) RNA repeat, TO-PRO-1 dye displacement fluorescence; inhibition, % at 3 µM; 1.3% of 370,000 active;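 active means inhibition above the plate cutoff, the mean of all test compounds on that plate plus 3 SD, cut at about 35% in these data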;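 further: 0% = DMSO alone and 100% = 100 µM mitoxantrone as full dye displacement; higher means more dye released from RNA so lower well fluorescence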
# TCR-CD3 inh: human TCR-CD3 binding inhibition. AID 651800. 0.37% of 360,000 active. inhibition, % at 9.4 µM. TAMRA-labeled TCR probe fluorescence, biochemical; in the data active means inhibition above about 19%;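 further: recombinant mutant TCR 2C K166C tagged with TAMRA read by polarization; 0% = receptor in buffer alone and 100% = receptor with positive control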
# MBD2 DNA inh: MBD2-methylated oligo binding inhibition | TR-FRET, MBD2 binding to methylated oligonucleotide | inhibition, % at 4.4 µM | 0.31% of 370,000 active | AID 686964; in the data active means inhibition above about 13%
# PRMT1 inh: PRMT1 (human) inhibition, primary screen. 1.3% of 370,000 active. inhibition, % at 2.79 µM. Q99873. AID 652257. recombinant PRMT1, activity-based probe fluorescence polarization;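 active means inhibition above about 21% made by adding two undisclosed values, limit read from the data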
# mABHD4 FP: inhibitors of mouse ABHD4; Q8VD66; purified mABHD4, FP-Rh probe fluorescence polarization; inhibition, % at 8.92 µM; 0.54% of 370,000 active;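 active means inhibition exceeding the mean over every tested compound plus 3 SD, cut at about 30% in these data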;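 further: 0% = plate median of compound wells and 100% = S159A mutant with DMSO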
#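 Assay system: mABHD4 protein; medium: HEPES pH 7.0, NaCl, Pluronic buffer; dosing: 8.92 µM, single dose; schedule: 45 min + 60 min at 25 °C; signal: FP readout, ex 525 nm / em 598 nm; read-out: normalized percent inhibition of probe labeling; repeats: single replicate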
# UHRF1 MBD2 ctr: blocks human UHRF1 binding to methylated DNA; UHRF1 binding to methylated oligo, TR-FRET; inhibition, % at 4.4 µM; 0.75% of 370,000 active; in the data active means inhibition above about 21%;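 further: UHRF1 SRA domain binding a hemimethylated CpG hairpin DNA probe; 0% = median of test compound wells and 100% = reference inhibitor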
# Target sequence (Q96T88 whole entry, looked up, the tested form may be a part): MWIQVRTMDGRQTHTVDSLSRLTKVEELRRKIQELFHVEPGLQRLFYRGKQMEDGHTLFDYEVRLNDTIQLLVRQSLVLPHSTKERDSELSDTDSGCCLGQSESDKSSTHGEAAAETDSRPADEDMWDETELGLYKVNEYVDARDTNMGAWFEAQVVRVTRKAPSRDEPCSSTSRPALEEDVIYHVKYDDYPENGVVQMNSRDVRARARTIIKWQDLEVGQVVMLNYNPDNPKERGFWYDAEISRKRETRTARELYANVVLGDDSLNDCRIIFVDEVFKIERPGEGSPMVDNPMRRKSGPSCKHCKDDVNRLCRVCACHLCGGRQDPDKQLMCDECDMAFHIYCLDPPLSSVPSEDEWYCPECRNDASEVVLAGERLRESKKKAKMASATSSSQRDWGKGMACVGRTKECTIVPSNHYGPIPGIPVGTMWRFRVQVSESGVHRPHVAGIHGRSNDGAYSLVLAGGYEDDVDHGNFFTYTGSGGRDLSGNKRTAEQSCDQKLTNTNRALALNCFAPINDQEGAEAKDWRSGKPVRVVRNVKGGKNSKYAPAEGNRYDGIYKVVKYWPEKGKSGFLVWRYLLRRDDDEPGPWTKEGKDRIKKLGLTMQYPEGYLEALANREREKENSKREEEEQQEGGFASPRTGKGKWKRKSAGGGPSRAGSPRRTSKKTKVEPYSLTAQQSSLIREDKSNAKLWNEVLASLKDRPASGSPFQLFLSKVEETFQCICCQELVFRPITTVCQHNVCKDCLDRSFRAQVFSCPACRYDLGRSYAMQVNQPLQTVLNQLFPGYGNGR
# PG9 Ab binder: PG9 antibody binding by small molecule; AID 624416; TR-FRET gp120-PG9 antibody binding; inhibition, % at 6.7 µM; 0.43% of 360,000 active; in the data active means inhibition above about 8.5%
# * = called active by the depositor; x = no result given. These rows are one share of the data (hit frequency here may not be typical).
SMILES,NR1D1 modulator,HTRA1 inhibitor,LEDGF integ inh,rCAG binder,TCR-CD3 inh,MBD2 DNA inh,PRMT1 inh,mABHD4 FP,UHRF1 MBD2 ctr,PG9 Ab binder
Cc1ccc2nc(N(CCCN(C)C)C(=O)c3ccc(S(=O)(=O)N4CCCCCC4)cc3)sc2c1,-4.3,-10.0,0.6,-3.7,1.5,0.9,9.0,5.9,7.0,-2.1
COc1cc2[nH]c(=O)n(Cc3ccccc3Cl)c(=O)c2cc1OC,-0.5,-12.0,4.5,-1.6,-10.8,-0.1,-4.2,6.8,0.5,6.2
NC(=O)COC(=O)CC1CC2CCC1C2 (stereo not drawn),-0.5,5.1,11.6,-1.7,-7.0,2.4,-3.3,-6.1,21.4*,-3.0
COc1ccc(/C=N\NC(=O)C2CCCC2)cc1Br,-4.8,2.2,2.2,0.1,4.0,2.8,-1.9,-6.1,-2.9,-0.3
Cc1ccc2c(CN(C)Cc3ccccc3)cc(=O)oc2c1,5.9,x,5.5,1.4,-4.0,-7.8,-4.1,-4.6,-1.0,-0.6
COc1ccc(/C=C2\SC(=O)NC2=S)cc1OC,4.5,0.4,-1.6,-1.1,-7.9,-8.5,46.6*,6.4,-18.5,-7.2
Cc1nn(S(=O)(=O)c2ccc(Cl)cc2)c(C)c1S(=O)(=O)N1CCOCC1,0.1,5.0,-3.6,1.6,0.4,-0.5,1.8,3.3,-1.4,1.1
CCN(c1ccccc1)S(=O)(=O)c1ccc2c(c1)CC(C)N2C(=O)C1CC1 (stereo not drawn),-5.3,-13.6,1.4,-5.4,0.9,-2.2,-3.4,-8.5,-0.5,0.9
Cc1cc2nc(/C=C/c3cccnc3)[nH]c2cc1C,4.1,-0.6,-3.6,3.3,1.7,-6.5,-3.0,0.5,-2.2,-1.9
O=C(CN1C(=O)NC2(CCCCCCC2)C1=O)Nc1ccc(OC(F)F)cc1,-3.8,-10.5,-0.6,4.0,0.2,-0.2,0.0,-5.5,-1.9,-1.8
O=c1[nH]cnc2c1sc1nc(-c3ccccc3)c3c(c12)CCCC3,18.4*,3.4,-4.0,1.5,-2.0,2.0,0.5,3.8,-2.3,0.2
Cn1ncc(C#N)c1/N=C/N1CCCCCC1,-4.0,6.7,-2.0,-1.8,-3.1,3.4,0.3,-0.3,1.3,1.5
S=c1[nH]nc(-c2ccc(Br)cc2)n1Cc1ccco1,0.5,3.2,0.7,4.9,5.1,-0.6,1.8,-1.4,-1.6,-1.1
Cc1ccc(CS(=O)(=O)CC(C)(O)c2ccccc2)cc1 (stereo not drawn),2.1,-0.4,-5.2,-1.9,1.7,2.1,1.6,-1.2,1.8,-0.1
CC(C)CNC(=O)COc1ncnc2ccccc12,4.1,7.7,-0.3,0.8,6.2,1.0,0.5,3.3,-0.9,1.2
Cc1ccc2nc(N3CC(C)OC(C)C3)nc(-c3ccccc3)c2c1 (stereo not drawn),4.5,-6.6,1.8,-1.7,0.1,-4.4,-3.2,3.2,-2.4,0.7
CCN1CCN(CCNC(=O)c2ccc(CS(=O)(=O)c3c(Cl)cccc3Cl)o2)CC1,5.0,4.1,-0.3,1.9,-0.4,3.9,-3.6,-1.7,-1.2,0.1
COCCCNC(=O)[C@H]1O[C@@H](n2cnc3c(=O)[nH]c(N)nc32)[C@H](O)[C@@H]1O,-2.3,x,2.2,1.1,3.2,-5.8,-2.4,1.9,-1.9,1.0
CN(C)S(=O)(=O)c1cc(NC(=O)c2ccc(-n3ccnc3)c([N+](=O)[O-])c2)ccc1Cl,-2.6,-1.2,0.5,11.2,1.8,-1.0,-1.2,5.7,-2.4,-1.1
CN(C(=O)COc1ncnc2c1cnn2-c1ccccc1)C1CCCCC1,1.9,5.3,-0.2,-1.4,0.2,2.7,-2.6,-16.6,-4.7,2.8
Cc1ccc(/C=N/NC(=O)c2cc3c(s2)CCCC3)o1,0.6,-22.2,3.2,3.2,-5.1,-1.5,0.8,-9.4,-3.0,-0.9
Cc1ccsc1/C=N/NC(=S)NCCc1ccccc1,0.1,-11.8,-1.5,1.1,3.0,2.3,6.0,-0.8,3.9,0.8
C[C@]12CC[C@H](O)CC1=CCC1C2CC[C@@]2(C)C1CC[C@@H]2NCc1ccccc1 (stereo partly drawn),-4.4,-6.5,-3.4,3.6,1.7,1.2,1.6,7.2,0.1,1.6
Cc1cc(SCC(=O)N(C)c2c(N)n(Cc3ccccc3)c(=O)[nH]c2=O)nc2ccccc12,-8.8,-5.8,-2.5,2.7,-0.8,-3.0,5.9,6.0,5.3,-0.3
COc1ccc(C(=O)NNC(=S)NC(=O)c2ccco2)cc1,3.8,9.9,1.9,5.0,11.6,0.7,-0.6,9.4,1.4,-2.9
O=[N+]([O-])c1cc(-c2nc(-c3ccncc3)no2)cc([N+](=O)[O-])c1,-0.9,0.9,2.8,1.5,0.9,-7.8,-1.7,0.5,-9.2,-1.9
CC1(C(=O)O)CCC2(C)CCC3(C)C(=CC(=O)C4C5(C)CCC(=O)C(C)(C)C5CCC43C)C2C1 (stereo not drawn),0.2,-2.5,-1.8,16.9,2.8,-7.9,-1.9,-5.5,-0.3,-0.1
CCCN(CC(=O)Nc1ccccc1C)C(=O)c1ccc(=O)n(Cc2ccccc2)n1,-4.2,1.1,-2.1,-4.5,-2.4,-1.5,-0.7,1.3,-0.1,-2.3
COc1ccccc1OCCCCN1CCN(C(c2ccccc2)c2ccccc2)CC1,0.0,-19.1,1.5,-7.7,4.9,-5.9,0.1,1.3,-1.2,1.2
COc1cccc(C(CCc2cc(OC)c(OC)c(OC)c2)NC(C)=O)c1 (stereo not drawn),2.7,5.4,1.4,-0.1,-1.4,-4.3,2.1,5.0,-0.1,2.2
CC1(C(=O)Nc2cnc3ccccc3c2)CCN1CCc1ccccc1 (stereo not drawn),5.0,x,4.2,1.2,0.4,-1.8,-4.2,-7.0,-1.6,-0.1
CCCCOc1ccc(C(=O)NN2CCN(C)CC2)cc1,6.0,1.4,1.2,-6.6,-6.3,6.3,4.7,-1.2,6.2,1.4
Oc1ccc(C2=NNC(=NCc3ccc4c(c3)OCO4)SC2)c(O)c1,2.1,5.1,1.5,7.7,-0.8,-5.0,1.7,15.9,-2.5,0.2
CC(C)C(=O)N1CCN(c2ccc([N+](=O)[O-])c(NC(C)c3ccccc3)c2)CC1 (stereo not drawn),4.2,-23.2,-0.3,-1.2,1.7,1.2,2.3,-8.8,-1.7,-0.6
O=C(NNC(=O)c1ccc2ccccc2c1O)c1cccs1,1.0,15.7,-7.2,8.9,39.6*,-1.6,-0.6,5.6,-0.2,-4.2
COc1ccc(S(=O)(=O)Nc2ccc(O)c(Sc3nc4ccccc4s3)c2)cc1,0.8,-18.4,-0.8,20.1,-2.4,-1.4,18.6,-57.1,3.6,0.8
CC1=C(OC(=O)C(C)(C)C)C(C)(C)C(c2ccccc2)OC1=O (stereo not drawn),-3.0,-11.1,-0.5,-8.2,10.5,3.4,0.9,-9.2,-2.0,-2.8
O=C(CCCc1nc(-c2ccc(Cl)cc2)no1)Nc1cccnc1,-3.0,4.2,-1.9,-3.7,2.0,-4.2,0.0,-6.0,-2.2,-1.4
COC(=O)c1ccccc1NC(=O)CSc1nncn1-c1cccnc1,-2.1,1.6,-7.7,2.7,0.4,-2.5,4.1,4.2,2.8,0.9
O=C(Nc1ccc(F)cc1Cl)C1=COCCO1,-3.1,3.1,-2.6,-0.3,0.8,1.0,3.2,1.9,1.9,-2.3
COc1ccc(C2=NN(CN3C(=O)C(=O)c4ccccc43)C(c3ccc(C)cc3)C2)cc1 (stereo not drawn),2.1,-9.6,0.1,5.2,5.2,-6.3,7.7,-10.9,-4.2,-2.2
COc1ccc(/C(O)=C2/C(=O)C(=O)N(c3ncccn3)C2c2ccc(OC)cc2)cc1 (stereo not drawn),-3.0,0.8,-1.8,-1.1,-6.5,6.2,4.1,-3.9,2.8,2.9
COc1cccc(N(CC(=O)N2CCN(Cc3ccccc3)CC2)S(C)(=O)=O)c1,0.2,1.7,-0.3,0.7,-2.4,0.1,-0.6,-2.9,0.0,-1.4
CCOCc1nnc(NC(=O)C2c3ccccc3Oc3ccccc32)s1,-2.4,-4.9,2.1,-3.6,7.1,0.4,1.3,-4.1,0.1,-0.9
O=C(NC1CC(=O)N(c2cccc(F)c2)C1)N1CCN(C(=O)c2ccco2)CC1 (stereo not drawn),0.4,0.6,-4.9,0.5,-1.0,2.2,5.2,0.5,-1.4,-0.4
COC(=O)c1ccc(CNC(=O)CSc2nc3sc(C)c(C)c3c(=O)n2C)o1,1.2,-5.6,3.1,-3.2,3.4,-4.4,-2.9,1.8,-1.7,-0.1
COCCN1C(=O)COc2ccccc2C1C(=O)NC1CCCCC1 (stereo not drawn),-1.7,x,1.4,0.9,4.3,-5.9,-6.4,-2.0,-0.6,1.1
COc1cc2c(cc1OC)C(c1ccc(SC)cc1)CC(=O)N2 (stereo not drawn),-0.6,0.5,1.8,-5.3,3.9,4.5,-0.7,6.4,0.6,-0.7
Cc1ccc(CNc2ccc(N3CCN(C)CC3=O)cc2)cc1,-1.3,5.5,-1.8,-4.8,2.2,-0.5,1.2,11.2,-0.6,-0.8
O=C(CSCc1ccc(Cl)cc1)Nc1ccc2c(c1)OCCO2,1.1,-10.8,1.1,2.5,1.6,0.8,1.0,1.1,0.1,-0.8
CC1CCC(=NNc2ccc(C(F)(F)F)cc2[N+](=O)[O-])CC1 (stereo not drawn),3.6,2.6,-3.2,3.0,3.0,3.9,-0.9,2.9,1.6,-1.2
COc1ccccc1/C=C1/C(=O)ON=C1C,4.6,5.0,-2.9,-2.7,-1.1,1.3,0.1,13.4,-0.8,0.9
CCC(=NOCc1ccccc1)C(=O)NNS(=O)(=O)c1ccc(C)cc1,7.6,-2.2,4.2,3.2,3.2,-0.9,-0.7,-6.6,-1.5,-0.1
NCCCC[C@H]1CN=C(N)N1CC1CCCCC1,1.5,-1.3,-1.0,-0.3,-2.9,-1.3,-0.6,3.3,0.0,-1.4
COc1ccc(COC(=O)C2CCN(C(=O)c3ccc(Cl)cc3)CC2)cc1F,-0.4,-7.0,3.4,-2.4,1.6,3.3,-1.3,-4.3,-1.8,-1.6
Cc1nc2cc(C(=O)OCC(=O)N(CC(C)C)C3CCS(=O)(=O)C3)ccc2n1-c1ccccc1 (stereo not drawn),-1.1,-7.1,-0.6,-5.2,-2.4,2.5,-2.7,-4.7,-0.5,0.1

# Another view of part of the listing above:
Compound | NR1D1 modulator | HTRA1 inhibitor | LEDGF integ inh | rCAG binder | TCR-CD3 inh | MBD2 DNA inh | PRMT1 inh | mABHD4 FP | UHRF1 MBD2 ctr | PG9 Ab binder
CC1CCC(=NNc2ccc(C(F)(F)F)cc2[N+](=O)[O-])CC1 (stereo not drawn) | 3.6 | 2.6 | -3.2 | 3.0 | 3.0 | 3.9 | -0.9 | 2.9 | 1.6 | -1.2
COc1ccccc1/C=C1/C(=O)ON=C1C | 4.6 | 5.0 | -2.9 | -2.7 | -1.1 | 1.3 | 0.1 | 13.4 | -0.8 | 0.9

# Copied from the list.
# HTRA1 inhibitor, COc1ccc(C2=NN(CN3C(=O)C(=O)c4ccccc43)C(c3ccc(C)cc3)C2)cc1 (stereo not drawn) → -9.6
# TCR-CD3 inh, COCCN1C(=O)COc2ccccc2C1C(=O)NC1CCCCC1 (stereo not drawn) → 4.3
